CD11b adhes inh: inhibitors of CD11b/CD18 adhesion to fibrinogen, primary screen, K562 cells, luminescence | Integrin beta-2 (Homo sapiens) + Integrin alpha-M (Homo sapiens), P05107+P11215 | ATPlite luminescence; Mn2+ added to activate the integrin | inhibition, % at 10 µM | 93,000 tested, 0.54% active | AID 1497, 2009;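 active means primary inhibition of 50% or more at 10 µM, then 40% or more on retest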; further: some results filed as inactive read as strong as hits
Target sequence (P05107 whole entry, looked up, other chains not shown): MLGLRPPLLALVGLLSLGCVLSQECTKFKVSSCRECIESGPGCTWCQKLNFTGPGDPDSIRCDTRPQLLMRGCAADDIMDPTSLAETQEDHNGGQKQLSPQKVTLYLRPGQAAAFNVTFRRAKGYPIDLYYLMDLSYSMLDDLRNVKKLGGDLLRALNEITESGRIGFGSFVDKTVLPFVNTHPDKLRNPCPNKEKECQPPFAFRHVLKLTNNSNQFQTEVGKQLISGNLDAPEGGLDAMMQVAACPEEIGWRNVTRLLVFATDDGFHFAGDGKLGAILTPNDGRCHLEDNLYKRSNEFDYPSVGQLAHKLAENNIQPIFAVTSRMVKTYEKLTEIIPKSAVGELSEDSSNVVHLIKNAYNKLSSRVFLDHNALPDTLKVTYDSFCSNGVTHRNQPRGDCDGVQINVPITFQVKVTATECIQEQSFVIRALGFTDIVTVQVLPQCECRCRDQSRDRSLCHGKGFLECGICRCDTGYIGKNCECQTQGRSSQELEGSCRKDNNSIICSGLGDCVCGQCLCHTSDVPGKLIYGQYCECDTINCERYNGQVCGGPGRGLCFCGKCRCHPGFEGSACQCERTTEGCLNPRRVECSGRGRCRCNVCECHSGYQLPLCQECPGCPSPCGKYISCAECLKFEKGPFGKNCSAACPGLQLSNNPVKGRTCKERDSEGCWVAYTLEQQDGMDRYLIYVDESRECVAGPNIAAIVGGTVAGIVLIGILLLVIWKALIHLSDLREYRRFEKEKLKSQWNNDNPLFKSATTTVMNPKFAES
Mac1 fbg enh: enhancers of CD11b/CD18 adhesion to fibrinogen, primary screen, K562 cells, luminescence; Integrin beta-2 (Homo sapiens) + Integrin alpha-M (Homo sapiens), P05107+P11215; ATPlite luminescence; activation, % at 10 µM; 93,000 tested, 0.07% active;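 active means 10 µM primary screen giving 50% or more activity, confirmed by 40% or more on retest at that dose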; further: strong numbers were not always called active; reference of the scale not given here
Starred values were filed as active, the others as inactive. An excerpt; the hit share may differ from the screen's.

The opening two entries, ahead of the listing:
1. Cn1nc([N+](=O)[O-])nc1Sc1ccc(Cl)cc1
2. O=C(Oc1ccc([N+](=O)[O-])cc1)c1ccc(Cl)c(S(=O)(=O)N2CCCCC2)c1
Assay by compound | 1 | 2
CD11b adhes inh | 8 | 9
Mac1 fbg enh | 0 | -5

All compounds of this part, previewed entries included:
1. Cn1nc([N+](=O)[O-])nc1Sc1ccc(Cl)cc1
2. O=C(Oc1ccc([N+](=O)[O-])cc1)c1ccc(Cl)c(S(=O)(=O)N2CCCCC2)c1
3. N=C1CCCN1CC(=O)c1ccc(Br)cc1
4. COc1ccc(Nc2nc3ccc(C)cc3cc2C#N)c(OC)c1
5. COc1ccc(C(=O)O/N=C(\N)Cc2ccc(Cl)c(Cl)c2)cc1OC
6. CCN(CC)S(=O)(=O)c1ccc(N2CCOCC2)c(NC(=O)c2cc(C)cc(C)c2)c1
7. CC(=O)Nc1nnc(-c2ccccn2)o1
8. O=C1O/C(=C\c2ccccc2)c2ccccc21
Assay by compound | 1 | 2 | 3 | 4 | 5 | 6 | 7 | 8
CD11b adhes inh | 8 | 9 | -11 | 34 | -2 | -6 | 5 | -30
Mac1 fbg enh | 0 | -5 | 0 | -3 | -2 | -4 | 4 | 0

Structures from the list above that have a nitro group on carbon (two):
1. Cn1nc([N+](=O)[O-])nc1Sc1ccc(Cl)cc1
2. O=C(Oc1ccc([N+](=O)[O-])cc1)c1ccc(Cl)c(S(=O)(=O)N2CCCCC2)c1
Assay by compound | 1 | 2
CD11b adhes inh | 8 | 9
Mac1 fbg enh | 0 | -5

Remaining list, next part:
9. CCOC(=O)c1c(C)nc2c(c1-c1ccc(Cl)cc1)C(=O)CC(C)(C)C2
10. COc1ccc(OC2C(=O)N(c3ccc(C)c(C)c3)C2c2ccc(OC)c(OC)c2)cc1 (stereo not drawn)
11. COc1ccc(CNC(=O)CCSCc2cccc(Cl)c2)cc1
12. COc1ccc(-c2nnc(SCC(=O)NC3CCCc4ccccc43)n2N)cc1 (stereo not drawn)
13. Cc1cccc2c1N(CCOc1ccc(C(C)(C)C)cc1)C(=O)C2=O
14. O=C(Cn1c2ccccc2c(=O)c2ccccc21)N/N=C/c1cc([N+](=O)[O-])ccc1N1CCCCC1
15. O=C(OCC(=O)N1CCc2ccccc2C1)c1ccc(N2CCOCC2)c([N+](=O)[O-])c1
16. CCOC(=O)C(NC(=O)c1ccccc1Cl)(Nc1sc2c(c1C(N)=O)CCC2)C(F)(F)F (stereo not drawn)
Assay by compound | 9 | 10 | 11 | 12 | 13 | 14 | 15 | 16
CD11b adhes inh | -11 | -14 | -1 | -3 | 14 | 8 | -4 | -16
Mac1 fbg enh | 6 | 10 | 4 | 1 | 0 | 62 | 4 | 3

Some of these compounds in order of molecular weight, largest number first.
14. O=C(Cn1c2ccccc2c(=O)c2ccccc21)N/N=C/c1cc([N+](=O)[O-])ccc1N1CCCCC1
10. COc1ccc(OC2C(=O)N(c3ccc(C)c(C)c3)C2c2ccc(OC)c(OC)c2)cc1 (stereo not drawn)
12. COc1ccc(-c2nnc(SCC(=O)NC3CCCc4ccccc43)n2N)cc1 (stereo not drawn)
11. COc1ccc(CNC(=O)CCSCc2cccc(Cl)c2)cc1
Assay by compound | 14 | 10 | 12 | 11
CD11b adhes inh | 8 | -14 | -3 | -1
Mac1 fbg enh | 62 | 10 | 1 | 4

The list continues.
17. NS(=O)(=O)c1ccc(N2N=C(c3ccccc3)CC2c2ccccc2)cc1 (stereo not drawn)
18. CCOc1cc(C(=O)Nc2cc(C)ccc2C)ccc1OCC(=O)N1CCCCC1
19. CCCN1CNC(=S)N(c2ccc(C(=O)OCC)cc2)C1
20. Cc1ccc(NC(=O)CSc2nc3c(c(=O)[nH]2)CN(Cc2ccc(F)cc2)CC3)cc1C
21. Cc1ccc(-c2ccc(SCC(=O)N3CCc4ccccc43)nn2)cc1
22. COc1ccc(C2CC(c3ccc4ccccc4c3)=NN2C(=O)CSc2ncccn2)cc1 (stereo not drawn)
23. CCOC(=O)/C(C#N)=C\c1ccc(N2CCN(C/C=C/c3ccccc3)CC2)cc1
24. COc1cc2c(cc1OC)C(C1C(=O)CC(C)CC1=O)N(C(=O)CCl)CC2 (stereo not drawn)
Assay by compound | 17 | 18 | 19 | 20 | 21 | 22 | 23 | 24
CD11b adhes inh | 42 | 12 | 13 | 73 | 4 | -22 | 69 | 15
Mac1 fbg enh | 4 | -3 | 1 | 0 | -2 | 14 | -6 | -4

25. CCOC(=O)/C(=N\Nc1ccccc1Cl)N1CCN(C)CC1
26. CC(=O)CCc1c(C)nc2ccc(C(=O)O)cc2c1Cl
27. O=C(COC(=O)CCc1nc2ccccc2s1)Nc1ncc(Cl)cc1Cl
28. COc1cc2nc(/C=C/c3cc(OC)c(OC)c(OC)c3)sc2cc1SC
29. Cc1cccc(C)c1NC(=O)C1(N2C(=O)CC2c2ccccc2)CCCCC1 (stereo not drawn)
30. O=C(Nc1ccc(F)cc1)Nc1ccccc1NS(=O)(=O)c1cccs1
31. Cc1nn(CC(=O)NCCc2ccccc2)c(C)c1[N+](=O)[O-]
32. CC(OC(=O)/C=C/c1ccco1)C(=O)Nc1cccc([N+](=O)[O-])c1 (stereo not drawn)
Assay by compound | 25 | 26 | 27 | 28 | 29 | 30 | 31 | 32
CD11b adhes inh | -2 | 4 | -1 | 22 | 2 | 27 | 1 | 11
Mac1 fbg enh | 8 | 2 | 0 | 58 | 3 | -3 | -3 | -1

33. Cc1cc(C)nc(SCc2csc(-c3ccccc3)n2)n1
34. CCCOc1ccc(NC(=O)C(=O)NCCCn2ccnc2)cc1
35. O=C(CSc1nnc(-c2ccc(F)cc2)c2ccccc12)Nc1ccccc1Cl
36. O=C(CN1CCN(Cc2ccccc2)CC1)N/N=C/c1c[nH]c2ccccc12
37. COc1ccccc1C(=O)OCc1nc(N)nc(Nc2ccccc2C)n1
38. COCCCNC(=S)NNC(=O)c1ccoc1C
39. CCOc1ncccc1C(=O)OCC(=O)Nc1ccc(C)c(S(=O)(=O)N2CCOCC2)c1
40. C/C(=N\NC(=O)OC(C)(C)C)c1cccc([N+](=O)[O-])c1
Assay by compound | 33 | 34 | 35 | 36 | 37 | 38 | 39 | 40
CD11b adhes inh | 13 | 0 | 15 | -11 | -3 | 5 | -1 | -10
Mac1 fbg enh | 7 | -2 | 5 | 9 | -2 | 1 | -4 | 4

41. CCOC(=O)c1cccc(P(C)(C)=O)c1
42. COc1cc(C2CC(=O)c3c(ccc4ccccc34)N2)ccc1O (stereo not drawn)
43. COc1ccc(NC(=O)COC(=O)Cc2ccc(-c3ccccc3)cc2)c(OC)c1
44. Cc1ccc(NCC(=O)Nc2ccc(Br)cc2)cc1F
45. CCCCc1ccc(NC(=O)COc2ccc(C(=O)Nc3ccccc3C)cc2)cc1
46. O=C(O)CCC(=O)N1N=C(c2ccccc2)CC1c1ccc2nccnc2c1 (stereo not drawn)
47. O=C1N=C(N2CCN(c3ccccc3)CC2)S/C1=C/c1cccs1
48. CNC(=O)C12CC3CC(CC(Cl)(C3)C1)C2
Assay by compound | 41 | 42 | 43 | 44 | 45 | 46 | 47 | 48
CD11b adhes inh | -5 | -23 | -8 | 14 | -9 | 4 | 15 | 12
Mac1 fbg enh | 0 | 4 | 13 | 0 | 35 | -3 | -3 | 0

49. O=C(C(=O)N1CCc2ccccc2C1)c1cn(CC(=O)N2CCOCC2)c2ccccc12
50. Cc1ccccc1C(CC(=O)c1cccs1)C(C#N)C#N (stereo not drawn)
51. O=C(OCC(=O)N1CCc2ccccc21)c1c2c(nc3ccccc13)CCCC2
52. Cc1c(CN(C)C(=O)/C=C/c2ccc([N+](=O)[O-])cc2)cnn1C
53. CN(CC(=O)NC(=O)NCc1ccccc1)Cc1ccc(Cl)cc1
54. Cc1cc(C)nc(/N=C(\N)Nc2cccc([N+](=O)[O-])c2)n1
55. COc1ccc(CCNC(=O)/C(C#N)=C2\N=C(NC(=O)c3cccs3)c3ccccc32)cc1
56. Cc1ccc(N(CC(=O)N/N=C/c2ccc(OC3CSC3)cc2)S(=O)(=O)c2ccccc2)c(C)c1
Assay by compound | 49 | 50 | 51 | 52 | 53 | 54 | 55 | 56
CD11b adhes inh | 21 | -2 | 22 | 1 | 14 | -2 | -19 | 3
Mac1 fbg enh | -2 | -3 | 8 | 1 | 5 | -6 | 82 | 32

57. Cc1ccccc1NC(=O)C1CCCN1/C=C/C(=O)C(F)(F)F (stereo not drawn)
58. O=C(CSc1ccc(-c2ccc(Cl)cc2)nn1)Nc1ccc2c(c1)OCCO2
59. CC(NC(=O)Cc1ccccc1)c1ccc(F)cc1 (stereo not drawn)
60. Cc1ccc(Nc2nc(CSc3nnc(-c4ccncc4)n3C)cs2)cc1
61. N#Cc1c(-c2ccccc2)cc(C2CC2)nc1SCC(=O)O
62. CCOC(=O)c1ccccc1Cc1nc2ccccc2c(=O)[nH]1
63. Cc1nn(Cc2ccccc2)c(C)c1/C=N/NC(=O)CNc1cccc(C(F)(F)F)c1
64. CC(C)(C)C(=O)Nc1nnc(SCC(=O)Nc2ccc3c(c2)OCO3)s1
Assay by compound | 57 | 58 | 59 | 60 | 61 | 62 | 63 | 64
CD11b adhes inh | -3 | 3 | -2 | 43 | 15 | -11 | 77 | -4
Mac1 fbg enh | -2 | 26 | 5 | -4 | 0 | -3 | 1 | 0

A second format for five compounds above.
No. | Compound | CD11b adhes inh | Mac1 fbg enh
57 | Cc1ccccc1NC(=O)C1CCCN1/C=C/C(=O)C(F)(F)F (stereo not drawn) | -3 | -2
58 | O=C(CSc1ccc(-c2ccc(Cl)cc2)nn1)Nc1ccc2c(c1)OCCO2 | 3 | 26
59 | CC(NC(=O)Cc1ccccc1)c1ccc(F)cc1 (stereo not drawn) | -2 | 5
60 | Cc1ccc(Nc2nc(CSc3nnc(-c4ccncc4)n3C)cs2)cc1 | 43 | -4
61 | N#Cc1c(-c2ccccc2)cc(C2CC2)nc1SCC(=O)O | 15 | 0

New compounds follow
65. O=C(COC(=O)c1cccc(NS(=O)(=O)c2ccc(F)c(F)c2)c1)NC(=O)NC1CCCC1
66. Cc1ccc(C(=O)c2ccccc2C(=O)OCC(=O)Nc2cccc([N+](=O)[O-])c2)cc1
67. CCOc1ccc2nc(N3C(=O)/C(=C/c4ccc(Cl)cc4)NC3=S)sc2c1
68. O=S(=O)(NCCCc1ccccc1)c1ccc(Cl)cc1
69. O=C1CC(C(=O)Nc2ccccc2)S/C(=N\N=C\c2ccco2)N1 (stereo not drawn)
70. O=C1c2ccccc2C(=O)N1CN(C(=O)COc1ccc(Cl)cc1Cl)c1cccc(F)c1
71. COc1ccc2c(c1)C(=NNC(=O)c1ccccn1)c1cc(OC)ccc1-2
72. COc1cccc(-c2nc3ccccc3c(=O)n2NC(=O)c2cccnc2Cl)c1
Assay by compound | 65 | 66 | 67 | 68 | 69 | 70 | 71 | 72
CD11b adhes inh | 7 | 52 | -13 | 8 | -16 | 2 | 22 | 0
Mac1 fbg enh | 2 | 2 | 4 | 12 | 6 | 29 | 10 | -1

73. Cc1ccccc1-n1c(C)nnc1SCC(=O)NNC(=O)c1ccccc1
74. Cc1ccc(Nc2nnc(SCC(=O)NCCN3C(=O)CSC3=O)s2)cc1C
75. CCc1nnc(N/N=C/c2ccc(N3CCC(C)CC3)c([N+](=O)[O-])c2)n1N
76. Cc1cc(C2=NNC(=NC3CC3)SC2)c(C)n1-c1ccccc1
77. N=c1n(CC(=O)c2ccc([N+](=O)[O-])cc2)c2ccccc2n1Cc1ccc(Cl)cc1
78. CCCCc1nnc(NC(=O)C2CC(=O)N(c3ccc4c(c3)OCCO4)C2)s1 (stereo not drawn)
79. CC(=O)Nc1ccc(OCC(=O)NCCc2ccc(Cl)cc2)cc1
80. COc1ccc(-c2n[nH]c(=S)n2/N=C/C=C/c2ccccc2OC)cc1
Assay by compound | 73 | 74 | 75 | 76 | 77 | 78 | 79 | 80
CD11b adhes inh | 8 | -3 | -13 | 98* | 11 | -12 | 17 | 13
Mac1 fbg enh | 3 | 1 | 3 | -5 | 22 | -2 | -1 | 18

81. COc1ccc2c(Cl)c(C(=O)N/N=C/c3c(C)[nH]c4ccccc34)sc2c1
82. Cc1ccc(-n2c(=S)[nH]c3c(oc4ccccc43)c2=O)cc1
83. O=c1c2ccccc2sc2ccc(Cl)cc12
84. OCCN(CC(O)COc1ccccc1)CC(O)Cn1ccc2ccccc21 (stereo not drawn)
85. N#CC1(NC(=O)COc2ccc3oc4ccccc4c3c2)CCCCC1
86. Nc1nonc1-n1nnc(C(=O)N/N=C/c2cc(Br)ccc2O)c1CSC1=NCCS1
87. O=C(Cc1ccc(F)cc1)N1CCN=C1SCc1ccc([N+](=O)[O-])cc1
88. O=C1NC(NS(=O)(=O)c2ccccc2)(C(F)(F)F)C(=O)N1c1ccc(F)cc1 (stereo not drawn)
Assay by compound | 81 | 82 | 83 | 84 | 85 | 86 | 87 | 88
CD11b adhes inh | -14 | 2 | 16 | -8 | 7 | -22 | -2 | -20
Mac1 fbg enh | 50 | 1 | -3 | 4 | 10 | 4 | -1 | -1

89. O=C(COC(=O)CCC1CCCC1)Nc1nc2c(F)c(F)c(F)cc2s1
90. O=C(COC(=O)C1CCC1)Nc1ccccc1Sc1ccccc1
91. Cc1ccc(/C=C/C(=O)Nc2nnc(SCc3ccc(C#N)cc3)s2)o1
92. CC1(C)CC(=O)C(C(=S)Nc2ccc(F)cc2)=C(NCCN2CCOCC2)C1
Assay by compound | 89 | 90 | 91 | 92
CD11b adhes inh | 9 | 8 | -16 | 1
Mac1 fbg enh | 26 | 6 | 75 | 14
